Screening results from PubChem BioAssay.
yeast cln2 rad14 – NCI yeast anticancer drug screen, S. cerevisiae cln2 rad14 strain | AID 165 | % growth inhibition at 50 µM | hit rate 8.3% among 78,000;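 also: 0% = growth of vehicle-only cultures of the same strain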
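Each compound was tested on cln2 rad14 yeast. Inhibition of growth was calculated against vehicle-exposed controls.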
bub3 – NCI yeast anticancer drug screen, S. cerevisiae bub3 mutant strain; growth inhibition, % at 50 µM; hit rate 9.9% among 78,000; AID 167;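 also: 0% = growth of vehicle-only cultures of the same strain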
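Mutant yeast screening strain plus compound; vehicle-treated cultures serve as the 0% inhibition reference.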
yeast mlh1 rad18 – NCI yeast anticancer drug screen, S. cerevisiae mlh1 rad18 strain; hit rate 11% among 79,000; growth inhibition, % at 50 µM; AID 175;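 also: 0% = growth of vehicle-only cultures of the same strain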
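Yeast w/ defined DNA-repair lesions; compound exposure; growth vs vehicle controls → % inhibition.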
mec2-1 – NCI yeast anticancer drug screen, S. cerevisiae mec2-1 strain; growth inhibition, % at 50 µM; hit rate 9% among 79,000;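 also: 0% = growth of vehicle-only cultures of the same strain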
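Vehicle-treated cultures served as reference for growth inhibition of compound-exposed mec2-1 yeast.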
yeast sgs1 mgt1 – NCI yeast anticancer drug screen, S. cerevisiae sgs1 mgt1 strain; hit rate 10% among 78,000; % growth inhibition at 50 µM;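 also: 0% = growth of vehicle-only cultures of the same strain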
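Percent growth inhibition was derived by comparing compound-exposed mutant yeast with vehicle-exposed cultures. The strain carries alterations in DNA damage repair.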
yeast rad50 – NCI yeast anticancer drug screen, S. cerevisiae rad50 strain. % growth inhibition at 50 µM. hit rate 10% among 79,000. AID 155;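 also: 0% = growth of vehicle-only cultures of the same strain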
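Readout: growth inhibition relative to vehicle-treated cultures. Compound exposure was carried out in a genetically defined yeast strain deficient in DNA damage repair.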
Starred values were filed as active, the others as inactive; x = no result given. Rule as the data show it: active = growth inhibition above about 70%; inactive = the rest.

entry | structure | yeast cln2 rad14 | bub3 | yeast mlh1 rad18 | mec2-1 | yeast sgs1 mgt1 | yeast rad50
1 | CSCCC([NH-])C(=O)O.CSCCC([NH-])C(=O)O.[Zn+2] (stereo not drawn) | 99* | 99* | 99* | 99* | 99* | 98*
2 | Clc1ccc(-c2csc3cccc[n+]23)cc1 | 24 | 23 | 19 | 4 | 19 | 8
3 | O=c1c2ccccc2oc2ccccc12 (tested in a mixture with another compound) | 10 | 23 | 17 | 18 | 12 | 19
4 | CNC(=O)Oc1ccc(C=Nc2cccc([N+](=O)[O-])c2)cc1 | 1 | 35 | 32 | 37 | 15 | 3
5 | CC(C)CCCC(C)[C@H]1CCC2[C@@H]3CCC4Cc5nc6c(nc5C[C@]4(C)C3CC[C@@]21C)CC1CC[C@@H]2C(CC[C@@]3(C)C2CC[C@@H]3O)[C@@]1(C)C6 (stereo partly drawn) | -8 | 13 | 8 | -38 | -12 | -7
6 | Cc1cc(NN=O)nc(C)n1 | -14 | -2 | 6 | -4 | -1 | -3
7 | O=c1[nH]c2ccccc2c(=O)n1-c1ccco1 | -15 | -25 | -2 | -14 | -9 | 4
8 | CC(=O)Nc1c2sscc-2n(C)c1=O | 93* | 94* | 93* | 95* | 95* | 93*
9 | CN(C)C(=O)C(Cl)Cl | -7 | 13 | 2 | 7 | -4 | -1
10 | O=C1c2ccccc2C2(O)C3C=CCCN3CN12 (stereo not drawn) | 4 | -4 | -7 | 9 | -1 | 3
11 | O=[N+]([O-])C(CO)CCC(CO)[N+](=O)[O-] (stereo not drawn) | -19 | -16 | -16 | -14 | -4 | -7
12 | O=C1NC(=O)C(CCC(=O)c2ccc3ccccc3c2)C(=O)N1 | -11 | -35 | -26 | -23 | -58 | -29
13 | O=C(O)c1cccc2cccc(C(=O)O)c12.[Hg] | 98* | 99* | 100* | 100* | 100* | 99*
14 | O=[N+]([O-])c1ccc(P(=O)(O)O)cc1 | -22 | 3 | 10 | -28 | 0 | -8
15 | Nc1cccc2scnc12 (tested in a mixture with another compound) | -8 | -10 | 19 | 4 | 30 | -14
16 | C(=P(c1ccccc1)(c1ccccc1)c1ccccc1)[P+](c1ccccc1)(c1ccccc1)c1ccccc1.[Cl][Fe]([Cl])([Cl])[Br] | 99* | 99* | 99* | 99* | 100* | 99*
17 | NC1=C(c2nc(-c3cc4ccccc4oc3=O)cs2)C(c2ccco2)c2c(c3ccccc3oc2=O)O1 (stereo not drawn) | -39 | 4 | -14 | -10 | -21 | -3
18 | C[N+](C)(Cc1ccccc1[N+](=O)[O-])c1ccc(N(CCCl)CCCl)cc1 | -17 | -22 | 13 | -8 | -4 | -8
19 | NC(=O)C1(c2ccccc2)CCN(Cc2ccccc2)CC1 | 6 | 4 | -1 | -28 | -1 | 7
20 | O=[N+]([O-])c1ccc(SC2CCCCCCC2Cl)c([N+](=O)[O-])c1 (stereo not drawn) | 15 | 20 | 73* | 4 | 30 | 22
21 | CN(C)c1ccccc1CN1CCCN(Cc2ccccc2N(C)C)C1c1ccc(N(CCCl)CCCl)cc1 | 57 | 15 | 91* | 40 | 94* | 92*
22 | COc1ccc([Se]c2ccc(OC)cc2)cc1 | -14 | 21 | -5 | -16 | -7 | 0
23 | CCOP(=O)(NC(C)C)OCC | 17 | 7 | -2 | -19 | -3 | -5
24 | NS(=O)(=O)c1ccc([As]=O)cc1 (stereo not drawn) | -7 | -48 | -38 | -8 | -4 | -17
25 | CCCOP(=O)(CCl)OCCC | x | x | 8 | -5 | x | -8
26 | OC1C(O)C2CC1C1C2C2(Cl)C(Cl)=C(Cl)C1(Cl)C2(Cl)Cl (stereo not drawn) | 60 | 1 | 44 | 26 | 46 | 51
27 | Cc1cc[n+](C2=C(Nc3ccc(Cl)cc3Cl)C(=O)c3ccccc3C2=O)cc1 | 40 | 61 | 81* | 62 | 66 | 92*
28 | O=C(O)c1cc(N(CCCl)CCCl)c([N+](=O)[O-])cc1[N+](=O)[O-] | -5 | -6 | -10 | -10 | -1 | -1
29 | CNC(=O)ON(C(C)=O)C(=O)NC | 86* | 52 | x | x | 88* | x
30 | Cc1ccc(P(=O)(c2ccc(C)cc2)c2ccc(C)cc2)cc1.Cc1ccc(P(=O)(c2ccc(C)cc2)c2ccc(C)cc2)cc1.[Cl][Sn]([Cl])([Cl])[Cl] | 4 | 76* | 38 | 1 | 43 | -10
31 | [Se]c1nc(N2CCOCC2)ncc1-c1ccccc1 | 0 | -3 | 9 | 0 | -17 | -18
32 | c1cc2[se][se]c3c4cccc5[se][se]c(c(c1)c23)c54 | -4 | -2 | -31 | -9 | -27 | 1
33 | CN(Cc1cnc2nc(N)nc(N)c2n1)c1ccc(C(=O)NC(CCC(=O)NC(P(=O)(O)O)P(=O)(O)O)C(=O)O)cc1 (stereo not drawn) | 20 | 17 | 5 | -10 | 15 | -5
34 | O=C(O)C(F)(F)C(F)=C(F)F | -7 | -14 | -3 | -12 | -7 | -8
35 | O=NN1CCCCCC1C(=O)O (stereo not drawn) | -25 | 3 | 0 | 1 | -21 | -22
36 | S=P(N1CCCCC1)(N1CCCCC1)N1CCCCC1 | -18 | -4 | -7 | -7 | -3 | -7
37 | COC1=C(OC)C23CCc4ccc(OC)c(O)c4C2(CCN3)CC1=O (stereo not drawn) | 14 | 2 | -27 | -11 | 25 | 8
38 | O=S(=O)(CCBr)CCBr | 42 | 83* | 85* | 84* | 88* | 88*
39 | Cc1ccc(-n2cnc3c(N(CCCl)CCCl)ncnc32)cc1 | 6 | 24 | -3 | 1 | -1 | 10
40 | O=C1CC(c2ccsc2)n2cccc21 (stereo not drawn) | 21 | 0 | -35 | -6 | 1 | 22
41 | OCCC[n+]1cccc2ccccc21 | -42 | 1 | -2 | 9 | 1 | -11
42 | CC(=O)OC1CC2(O)C(CCC3(C)C(c4ccc(=O)oc4)CCC32O)C2(C)CCC(O)C=C12 (stereo not drawn) | -2 | -3 | 15 | -11 | -2 | 7
43 | Cc1ccc(C(Cc2ccc(N3C(N)=NC(N)=NC3(C)C)cc2)C(=O)Nc2ccc(S(=O)(=O)F)cc2)cc1 (stereo not drawn) | 99* | 99* | 99* | 100* | 100* | 99*
44 | CCCCOOC(=O)c1ccccc1C(=O)OOCCCC | 99* | 100* | 99* | 100* | 99* | 99*
45 | O=C(CN1CCOCC1)c1ccc2ccccc2c1 | -14 | 17 | 10 | 2 | 8 | 10
46 | NNc1ccnc(NN)n1 | -6 | 0 | -4 | -2 | -3 | -8
47 | O=S(=O)(O)C(Cl)c1ccccc1 (stereo not drawn) | -71 | 12 | -5 | -2 | 0 | -12
48 | NC1=C(N2CC2)C(=O)C(N)=C(N2CC2)C1=O | 8 | -26 | -13 | -21 | -8 | 9
49 | COc1cc2c(cc1O)C(=O)O[C@@H]1CC=C3CCN(C)[C@H]3[C@H]21 | 7 | -37 | 20 | 11 | -7 | 3
50 | CCN(CC)CCn1ncc2c(N)ncnc21 | -20 | -23 | -1 | -9 | -26 | 0

One compound at a time, as listed above.
Record of NC1=C(N2CC2)C(=O)C(N)=C(N2CC2)C1=O → yeast cln2 rad14: 8; bub3: -26; yeast mlh1 rad18: -13; mec2-1: -21; yeast sgs1 mgt1: -8; yeast rad50: 9
Record of O=c1[nH]c2ccccc2c(=O)n1-c1ccco1 → yeast cln2 rad14: -15; bub3: -25; yeast mlh1 rad18: -2; mec2-1: -14; yeast sgs1 mgt1: -9; yeast rad50: 4

Additional entries
entry | structure | yeast cln2 rad14 | bub3 | yeast mlh1 rad18 | mec2-1 | yeast sgs1 mgt1 | yeast rad50
51 | COc1ccc(C)cc1C(CC(=O)O)CC(=O)N(CCCl)CCCl (stereo not drawn) | 18 | -2 | 22 | -2 | 6 | 40
52 | COc1ccc(NC2=C(C)C(=O)C3=C(C2=O)[C@H](COC(N)=O)[C@]2(OC)[C@@H]4N[C@@H]4CN32)cc1 | 72* | 69 | 74* | 80* | 75* | 82*
53 | CCCCCCCC[As](C)(=O)O | 11 | -12 | 6 | 3 | 4 | 5
54 | OCC12COCN1COC2 | -14 | 0 | -32 | -16 | -24 | 8
55 | COc1ccccc1C(C(=O)NC1CN2CCC1CC2)c1ccsc1 (stereo not drawn) | -3 | 16 | -13 | -25 | -30 | -15
56 | CC(=O)O[C@H]1CC[C@@]2(C)C(=CC[C@@H]3[C@@H]2CC[C@]2(C)C(=O)[C@@H](CN4CC4)C[C@@H]32)C1 | 63 | 39 | 62 | 54 | 68 | 60
57 | CC[CH2][Sn](=[O])[CH2]c1ccccc1 | 9 | 18 | -44 | 25 | 14 | 12
58 | Cc1cc[n+](C)cc1 | -75 | -1 | -22 | -13 | -25 | -10
59 | O=C(C/C(=N/O)C(=O)NC1=C(Cl)C(=O)c2ccccc2C1=O)CC(c1ccccc1)c1c(O)c2ccccc2oc1=O (stereo not drawn) | 77* | 85* | 88* | 81* | 83* | 40
60 | O=C(O)c1ccc(I)cc1.[Ni] | 9 | 85* | 30 | 6 | 57 | 83*
61 | C/C=C1/C[C@@H](C)[C@@](C)(O)C(=O)OCC2=CC[N+]3([O-])CC[C@@H](OC1=O)[C@@H]23 (stereo partly drawn) | 11 | -16 | -54 | -17 | -3 | -1
62 | Brc1ccc(-c2csc3cccc[n+]23)cc1 | 4 | 0 | -7 | -9 | 12 | 6
63 | COc1ccc2nc3ccccc3nc2c1 (tested in a mixture with another compound) | 20 | 24 | 31 | 35 | 27 | 30
64 | c1ccc2c(C3NCCc4[nH]cnc43)cccc2c1 (stereo not drawn) | -18 | -32 | 5 | 2 | -9 | 4
65 | CC1(C)CC(N=[N+]=[N-])CC(C)(C)N1O | -17 | -10 | -7 | -2 | -2 | -2
66 | C=C(C)C1CCC2=CC(CC3(C)OC3C3=CC(C(=O)OC)=C(C1)O3)OC2=O (stereo not drawn) | 15 | -16 | 2 | -19 | -17 | -10
67 | CCOP1(OCC)(SSC)OC(=O)C(C)S1 (stereo not drawn) | 6 | -4 | 28 | 21 | -3 | 23
68 | CCCC[N+]1(C)CCC(OC(=O)C(O)(c2ccccc2)C2CCCC2)C1 (stereo not drawn) | -33 | -6 | -6 | 5 | 5 | 16
69 | O=C(Nc1cc[c]([Sb](=[O])([OH])[OH])cc1)c1ccccc1 | 32 | 1 | 5 | 17 | -16 | 0
70 | N#CCN1CCN(c2ccccc2)CC1 | -12 | 2 | -7 | 13 | 4 | 13
71 | CC(=O)[O-].Cn1ccnc1CNCc1nccn1C.[Cu+2].[O-][Cl+3]([O-])([O-])[O-] | 19 | -1 | 5 | 3 | 3 | 19
72 | C1=C[N-]c2c3c(ccc2=C1)=CC=C[N-]3.C1=C[N-]c2c3c(ccc2=C1)=CC=C[N-]3.C1=C[N-]c2c3c(ccc2=C1)=CC=C[N-]3.[Co+3].[O-][Cl+3]([O-])([O-])O | -26 | -1 | 8 | -16 | -23 | -9
73 | O=[N+]([O-])[O-].O=[N+]([O-])[O-].[Au].[Au].c1ccc([P-]c2ccccc2)cc1.c1ccc([P-]c2ccccc2)cc1 | 90* | 89* | 87* | 91* | 91* | 88*
74 | Cc1ccc(NC(=O)C(=O)C2C(=O)NC(=O)NC2=O)cc1C | 4 | -20 | -23 | -14 | -35 | -5
75 | O=Cc1ccccc1O.O=Cc1ccccc1O.[O]=[Mo]=[O] | 42 | -6 | 2 | 4 | 8 | 12
76 | CC[N+]1(CC)CC[N+](CC)(CC)CC1 | -9 | -1 | 16 | -49 | 26 | 23
77 | c1ccc([C@H]2N[C@H]2c2ccccc2)cc1 | -18 | -18 | -14 | -32 | -19 | -45
78 | CC(Cl)C(Cl)(Cl)C=O (stereo not drawn) | -9 | -3 | 0 | 0 | -9 | -3
79 | O=c1[nH]cc(N=Cc2ccccc2F)c(=O)[nH]1.[Cl][Pt][Cl] | 27 | 0 | 9 | 6 | 25 | 21
80 | CN=C(SC)N(C)c1nc(=[N+](C)C)ss1 | 1 | -52 | 9 | 2 | 5 | 39
81 | Cc1ncc([N+](=O)[O-])n1CC(=O)Nc1ccc(N(CCCl)CCCl)cc1 | -9 | 11 | -25 | 11 | 7 | -28
82 | CCC1=C(CC2NCCc3cc(OC)c(OC)cc32)CC2c3ccccc3CCN2C1 (stereo not drawn) | -10 | -23 | -16 | -26 | -43 | -17
83 | CSc1ccccc1[As](C)C | 98* | 99* | 100* | 100* | 100* | 99*
84 | O=[N+]([O-])C(Br)CO (stereo not drawn) | 85* | 94* | 88* | 89* | 79* | 76*
85 | CCN(CC)P1(=O)OP(=O)(N(CC)CC)OP(=O)(N(CC)CC)O1 (stereo not drawn) | 14 | -10 | -12 | 7 | 12 | 0

Among those listed so far, 3 contain an NH in an aromatic ring.
entry | structure | yeast cln2 rad14 | bub3 | yeast mlh1 rad18 | mec2-1 | yeast sgs1 mgt1 | yeast rad50
7 | O=c1[nH]c2ccccc2c(=O)n1-c1ccco1 | -15 | -25 | -2 | -14 | -9 | 4
64 | c1ccc2c(C3NCCc4[nH]cnc43)cccc2c1 (stereo not drawn) | -18 | -32 | 5 | 2 | -9 | 4
79 | O=c1[nH]cc(N=Cc2ccccc2F)c(=O)[nH]1.[Cl][Pt][Cl] | 27 | 0 | 9 | 6 | 25 | 21

This is a subset; count on the stated rates, not on these rows.
